HTT ATP protect = Huntington cell model cytoprotection by ATP luminescence; hit rate 0.14% among 230,000; Potency, µM (titrated, usually from 56.4 µM), without a hit: cytoprotection (ATP increase), actives largely listed as activators; PC12 HTT-Q103 induced, cytoprotection, ATP luminescence, 40 h; active means well fitted activation curve with a large enough effect; inconclusive means small, poorly fitted or top-dose-only effect; inactive means no such curve, though single readings can be large or run the other way;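 further: % of control where 0% means no effect; nearly all actives have a fitted effect of over 45% in size; toxic huntingtin expression switched on by the ecdysone agonist tebufenozide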
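Compounds added alongside 100 nM tebufenozide, which induces toxic Q103 huntingtin exon 1-GFP in stable PC12 cells; surviving cells quantified by luminescent ATP measurement. Medium: phenol red-free DMEM, 5% equine and 5% calf serum.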
Numbers without * were called inactive; ? = inconclusive; [ ] = remark or other dose. Potency means the concentration at half of the fitted maximal effect.

entry | structure | HTT ATP protect
1 | CC[C@H](C)C(=O)O[C@@H]1CCC=C2C=C[C@H](C)[C@@H](CC[C@H]3C[C@@H](O)CC(=O)O3)[C@H]21 | -25.0%[1.9 µM]
2 | Fc1cccc(Cl)c1/C=N\N=C1c2ccccc2-c2ccccc21 | 2.0%[10 µM]
3 | Nc1cccc(OCc2nc(N)nc(N)c2-c2ccc(Cl)cc2)c1 | 14.2%[10 µM]
4 | NCCOc1ccccn1 | -5.4%[10 µM]
5 | N#Cc1c(N)nc(SC2CCCCC2=O)c(C#N)c1-c1ccco1 (stereo not drawn) | -18.6%[10 µM]
6 | CN(C)CCCO[C@H]1[C@H]([C@H](O)CO)O[C@H]2OC(C)(C)O[C@@H]21 | 4.9%[1.9 µM]
7 | Cc1c(Cl)c(S(N)(=O)=O)cc(S(N)(=O)=O)c1NC(=O)c1ccc(Cl)cc1 | -0.4%[10 µM]
8 | Cc1c2cccc(Sc3ccccc3)c2c2c3c(cccc13)[S+](c1ccccc1)C2 (stereo not drawn) | 2.3%[10 µM]
9 | Nc1nc(N)nc(CC(=O)O)n1 | -8.1%[10 µM]
10 | Clc1cc(Cl)c(OCC#CI)cc1Cl | -97.2%
11 | NC(=O)OC[C@@H]1[C@H](NC(=O)/C(=N/OCC(=O)O)c2csc(N)n2)C(=O)N1S(=O)(=O)O | -9.4%
12 | CC1=CCC(C(C)(C)NC(=O)c2ccccc2)C/C1=N\O (stereo not drawn) | -5.7%[10 µM]
13 | Cc1cccn2c(=O)c3cc(C#N)c(=N)n(Cc4cccnc4)c3nc12 | -8.4%[10 µM]
14 | O=C(O)CC[C@@H](NC(=O)c1ccccc1C(=O)O)C(=O)O | 19.0%[1.9 µM]
15 | Cc1ccc(C(=N)c2ccccc2Cc2cccc3ccccc23)c2ccccc12 | -2.7%[10 µM]
16 | CSC1(SC2=NCCN2)SC2(NCCN2)S1 | 29.4%[10 µM]
17 | O=S1(=O)[C@H]([C@H]2CC3c4ccccc4C2c2ccccc23)[C@@H](N2CCCCC2)[C@@H]1c1ccccc1 | 0.5%[10 µM]
18 | CCC(=O)N1CCN(c2ccc(Cl)cc2NC(=O)c2ccc(Br)o2)CC1 | 8.9%[0.074 µM]
19 | CCSCCCC(=O)O | -7.3%[10 µM]
20 | CCCn1c(=NC(C)=O)c(C#N)cc2c(=O)n3cccc(C)c3nc21 | -8.5%[0.074 µM]
21 | COc1cc(OC)cc(-c2cc3nc4c(c(N5CCN(c6cnccn6)CC5)n3n2)CCCC4)c1 | -26.9%[10 µM]
22 | Cc1nc2ccccn2c1/C(O)=C1\C(=O)C(=O)N(CCCN(C)C)C1c1ccc(F)cc1 (stereo not drawn) | -16.0%
23 | O=c1oc2ccccc2c(O)c1/C=N/c1nc(-c2ccc(O)c(O)c2)cs1 | -16.1%[10 µM]
24 | Cn1c(=O)c2[nH]c([C@@H]3CC(=O)C[C@H](c4nc5c([nH]4)c(=O)n(C)c(=O)n5C)N3)nc2n(C)c1=O | 12.0%[10 µM]
25 | C[N+](C)(N)CCC[N+](C)(C)N | -9.4%[10 µM]
26 | O=C(C1CC(=O)N(C2CCCC2)C1)N1CCN(c2ccc(F)cc2)CC1 (stereo not drawn) | -0.5%
27 | Cc1ccc(/C(C#N)=C/c2cccc([N+](=O)[O-])c2)cc1 | 0.8%[10 µM]
28 | CC(=O)c1ccc(O)c(CN(C2CCCCC2)C2CCCCC2)c1O | 0.8%[10 µM]
29 | Cc1ccnc(SCCn2c(N3CCOCC3)nc3c2c(=O)n(C)c(=O)n3C)n1 | -10.4%[0.074 µM]
30 | Cc1c(N=c2c(=O)c3ccccc3c2=O)c(=O)n(-c2ccccc2)n1C | -42.2%[inhibitor]
31 | CN(Cc1ccccc1)Cn1ccnc1 | 22.0%[10 µM]
32 | NC(N)=NC(N)=Nc1ccc(S(N)(=O)=O)cc1 | -18.1%[10 µM]

Ordered by number of heavy atoms (smallest number first): part of the list above.
entry | structure | HTT ATP protect
25 | C[N+](C)(N)CCC[N+](C)(C)N | -9.4%[10 µM]
27 | Cc1ccc(/C(C#N)=C/c2cccc([N+](=O)[O-])c2)cc1 | 0.8%[10 µM]
28 | CC(=O)c1ccc(O)c(CN(C2CCCCC2)C2CCCCC2)c1O | 0.8%[10 µM]
30 | Cc1c(N=c2c(=O)c3ccccc3c2=O)c(=O)n(-c2ccccc2)n1C | -42.2%[inhibitor]

Continuation.
entry | structure | HTT ATP protect
33 | C=CCOc1cccc(C2/C(=C(/O)c3ccccc3)C(=O)C(=O)N2CCCN2CCOCC2)c1 (stereo not drawn) | -23.3%[0.074 µM]
34 | COc1ccc(-n2c(=O)c3c4c(sc3n3c(C)nnc23)CCCC4)cc1 | -5.8%
35 | COc1ccc2c(Cc3c4ccccc4cc4ccccc34)cncc2c1O | -1.6%[10 µM]
36 | Nc1c(S(N)(=O)=O)cc(S(N)(=O)=O)cc1S(N)(=O)=O | 10.3%[10 µM]
37 | N#C/C(=C\Nc1ccccn1)C(=O)c1ccco1 | -0.2%[10 µM]
38 | CC1(C)[C@@H]2CC[C@@]1(CS(=O)(=O)Nc1ccccc1)C(=O)C2 | -10.6%[10 µM]
39 | C[C@H]1CN(CCO)CCN1c1ccccc1 | -3.8%[10 µM]
40 | O=C(O)C(NS(=O)(=O)c1cccc2cccnc12)c1ccccc1 (stereo not drawn) | -2.4%
41 | Nc1nc(-c2cc(-c3cccc4ccccc34)nc(N)n2)cc(-c2cccc3ccccc23)n1 | -5.2%[10 µM]
42 | C[C@]1(c2ccccc2)O[C@@H]2C[C@@H]3[C@@H]4CCC5=CC(=O)C=C[C@@]5(C)[C@]4(F)[C@H](O)C[C@]3(C)[C@@]2(C(=O)CO)O1 | -1.5%[10 µM]
43 | c1ccc([C@H](CCN2CCCC2)c2ccccn2)cc1 | -2.4%[10 µM]
44 | O=C(O)Cc1cccnc1 | -13.7%[10 µM]
45 | Nc1ccn([C@@H]2O[C@H](COC(=O)C34CC5CC(CC(C5)C3)C4)[C@@H](O)[C@@H]2O)c(=O)n1 | -46.2%[inhibitor][10 µM]
46 | C[C@H]1CCCC=CC2C[C@H](OC(=O)CN(C)C)C[C@@H]2[C@@H](O)/C=C\C(=O)O1 (stereo partly drawn) | -72.3%[inhibitor][10 µM]
47 | O=C(O)c1cccc(N=Nc2c(S(=O)(=O)O)ccc3c2C(=O)c2ccccc2C3=O)c1O | -2.8%[10 µM]
48 | CC(C)Oc1ccc(C2/C(=C(/O)c3ccc(F)cc3)C(=O)C(=O)N2CCCN(C)C)cc1 (stereo not drawn) | -0.9%[0.074 µM]
49 | CN1CCc2ccccc2[C@@H]1Cc1ccccc1NC(=O)c1sc2ccccc2c1Cl | -4.3%[10 µM]
50 | O=C(c1nc2ccc([N+](=O)[O-])cc2[nH]c1=O)[C@@H](O)c1ccc2c(c1)OCO2 | -15.9%[10 µM]
51 | CCC[C@H](Sc1nc(N)nc2nc[nH]c12)C(=O)O | -1.2%[10 µM]
52 | O=C1CC[C@](CCc2nc3ccccc3[nH]2)(c2ccccc2)C(=O)N1 | 2.9%[10 µM]
53 | O=C(O)Cn1nc(-c2ccccc2)c2ccccc21 | 4.6%
54 | Cc1ccc2oc(=O)c3cc(C(=O)N4CCN(c5ncccn5)CC4)sc3c2c1 | -3.7%
55 | C[N+](C)(C)CC(=O)N/N=C\c1c(O)ccc2ccccc12 | -7.2%[10 µM]
56 | COc1ccc(CCN(C)CCC[C@@](C#N)(c2cc(OC)c(OC)c(OC)c2)C(C)C)cc1OC | -5.9%[1.9 µM]
57 | CCOc1cc(OCC)c(C(=O)CCC(=O)O)cc1OCC | 17.1%
58 | COc1ccc(C)cc1NS(=O)(=O)c1cccc2cccnc12 | 1.6%
59 | c1ccc2nc(CC[C@@H]3CCCCN3)ccc2c1 | -8.7%[10 µM]
60 | CN1[C@@H]2CC[C@H]1CC(NC(=O)c1nn(C)c3ccccc13)C2 (stereo partly drawn) | 15.0%[1.9 µM]
61 | O=C(O)/C(Cc1ccc([N+](=O)[O-])cc1)=N/O | 4.9%[10 µM]
62 | CC(C)=CCC/C(C)=C/COc1c2ccoc2cc2oc(=O)ccc12 | ?
63 | Cc1ccccc1CN1C2=NCCN2C(=O)C2=C1CCN(Cc1ccccc1)C2 | -58.4%[inhibitor][10 µM]
64 | Cn1c(=O)c2[nH]c(CCC(=O)O)nc2n(C)c1=O | -14.3%[10 µM]
65 | CN1CCc2c(sc3c2c(=O)n(-c2ccccc2)c2nnc(SCc4ccccc4F)n32)C1 | -13.2%[0.074 µM]
66 | O=C(O)CSc1nnc2c3ccccc3c3ccccc3c2n1 | -6.0%[10 µM]
67 | Nc1nc(N)c(N=Nc2ccc(C(=O)O)c(O)c2)c(N)n1 | -33.2%[10 µM]
68 | C[C@@]12CC[C@H]3[C@H](CC=C4C[C@@H](O)CC[C@@]43C)[C@@H]1CC[C@@H]2N(CCO)CCO | -1.9%[10 µM]
69 | Cc1cccc(C2c3c(n(C)c(=O)n(C)c3=O)N=C3c4ccccc4C(=O)C32)c1 (stereo not drawn) | -11.3%[10 µM]
70 | CCC1NC(=O)C(NC(=O)c2ncccc2O)C(C)OC(=O)C(c2ccccc2)NC(=O)C2CC(=O)CCN2C(=O)C(Cc2ccccc2)N(C)C(=O)C2CCCN2C1=O (stereo not drawn) | 11.3%
71 | NC(=O)C1(N2CCCCC2)CCN(C(=O)CSc2nc3ccccc3o2)CC1 | -7.4%[0.074 µM]
72 | O=C(O)CSc1ccc(N=C=S)cc1 | -8.7%[10 µM]
73 | Cc1cc(=O)[nH]c2cc3oc4ccccc4c3cc12 | -9.0%[10 µM]
74 | CC1=C/C(=C(/c2ccc(O)c(C)c2)c2ccccc2C(=O)O)C=CC1=O | 22.8%[10 µM]
75 | c1ccc(/N=C2\N=C(Nc3ccccn3)c3ccccc32)nc1 | -93.8%[inhibitor][10 µM]
76 | C[C@@]1(C(=O)O)CCC[C@@H]1C(=O)O | -5.5%[10 µM]
77 | C[N+](C)(C)CCN(Cc1cccs1)c1ccccn1 | 11.5%[10 µM]
78 | O=C(O)CC[C@@]1(c2ccccc2)NC(=O)NC1=O | -2.3%[10 µM]
79 | N=C(N)SCCON1C(=O)c2ccccc2C1=O | -7.5%[10 µM]
80 | O=C(O)c1nnsc1COCc1ccccc1 | -2.3%[10 µM]
81 | N[C@@H](Cc1[nH]nc2ccccc12)C(=O)O | 2.0%[10 µM]
82 | NC(=O)C/C=C\CC(N)=O | 4.4%[10 µM]
83 | Cc1cc(C)nc(NC2=NCCN2C(=O)Nc2ccc(Cl)c(Cl)c2)n1 | 0.3%
84 | Cc1cc(N)c2cc(NC(=O)Nc3ccc4nc(C)cc(N)c4c3)ccc2n1 | -67.3%[inhibitor]
85 | CCCCN(c1ccccc1)c1ncnc2c1cnn2C | -0.4%[10 µM]
86 | CCC(=O)N1CCN(c2cc3c(cc2F)c(=O)c(C(=O)O)cn3CC)CC1 | 3.5%[10 µM]
87 | COc1ccc(OC)c(S(=O)(=O)n2ccnc2)c1 | ?
88 | COc1ccc(-c2c3c(=O)n(C)c(=O)n(C)c3c3nnc4ccccc4n23)cc1 | 2.2%[0.074 µM]

Going on with the list.
entry | structure | HTT ATP protect
89 | OC[C@@H]1NC[C@@H](O)[C@H]1O | 6.8%[1.9 µM]
90 | Oc1c(Cl)cc(C(c2cc(Cl)c(O)c(Cl)c2)C(c2cc(Cl)c(O)c(Cl)c2)c2cc(Cl)c(O)c(Cl)c2)cc1Cl | 20.0%[10 µM]
91 | Cc1nnc(SCc2cc(=O)[nH]c(Nc3nc(C)c4ccccc4n3)n2)s1 | -15.8%
92 | O=C(O)CCc1c2ccc(=O)c(O)c-2oc2c(O)c(O)ccc12 | -8.0%[10 µM]
93 | CC1=C(CC[C@H](C)CO)O[C@@H]2C[C@@H]3[C@H]4CC[C@H]5C[C@@H](O)CC[C@]5(C)[C@@H]4CC(=O)[C@@]3(C)[C@@H]12 | -13.8%[10 µM]
94 | C[N+](C)(C)/N=C\c1ccc(O)c(O)c1 | 8.8%[10 µM]
95 | CO/N=C(/C(=O)N[C@@H]1C(=O)N2C(C(=O)O)=C(CSc3cnns3)CS[C@H]12)c1csc(N)n1 | -3.5%
96 | S=c1nc(-c2nc(=S)[nH]c3c2CCCCCCCCCC3)c2c([nH]1)CCCCCCCCCC2 | 9.1%[10 µM]
97 | O=c1cc(-c2ccccc2)oc2cc(O[C@H]3O[C@H](CO)[C@@H](O)[C@H](O)[C@@H]3O)c(O)c(O)c12 | -6.9%
98 | CCn1c(NCc2c[nH]c3ccccc23)nc2ccccc21 | -21.0%[10 µM]
99 | COc1cc2c(cc1O)CC[C@@H]1[C@@H]2CC[C@@]2(C)[C@H](O)CC[C@H]12 | -41.8%[inhibitor][1.9 µM]
100 | CCN(CC(=O)O)C(=O)c1cccnc1 | -10.5%[10 µM]
101 | O=S(=O)(c1ccccc1)N1CN2CN(C1)CN(S(=O)(=O)c1ccccc1)C2 | 1.7%[10 µM]
102 | COc1ccc(-c2noc(CN(C)S(=O)(=O)c3ccccc3)n2)cc1OC | 7.8%[0.074 µM]
103 | c1ccc2c(c1)c1ccccc1n2Cn1c2ccccc2c2ccccc21 | 14.7%[10 µM]
104 | Cc1cc(C)cc(C(=N)c2ccccc2Cc2cccc3ccccc23)c1 | -16.5%[10 µM]
105 | [N-]=[N+]=NC[C@@H]1O[C@@H](n2cnc3c(N)ncnc32)[C@@H]2O[C@@H]21 | -21.5%[10 µM]
106 | Brc1ccc2c(c1)c1nc3ccccc3nc1n2CCN1CCOCC1 | -2.1%
107 | CC[C@](N)(C(=O)O)C(C)C | 29.5%[10 µM]
108 | O=C(O)c1c(Cl)c(Cl)c(Cl)c(Cl)c1C(=O)Nc1ccc2cn[nH]c2c1 | -10.8%[10 µM]
109 | CC(=O)Nc1c(I)c(C(=O)O)c(I)c(N(C)C(C)=O)c1I | 2.3%
110 | C[C@H](OP(=O)(O)O)[C@H](N)C(=O)O | 9.0%[10 µM]

Some of the compounds tested; rates above refer to the full screens.
